CBFb RUNX1 block = blocks binding between human CBF-beta and RUNX1 | AlphaScreen CBFb-His/RUNX1-biotin binding, biochemical | Potency, µM (doses to about 59.8 µM), without a hit: top-dose activity, negative = inhibition, hits mostly inhibitors | 230,000 tested, under 10 active | Q01196+Q13951; further: % of control where 0% means no effect
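AlphaScreen proximity signal reports loss of binding between His-tagged CBF-beta and biotin-labelled RUNX1, each at 30 nM. Proteins are pre-associated for 20 minutes, compounds added for 15 minutes, then beads for 90 minutes, all at ambient temperature.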
GLA spleen mod = inhibitors or activators of human alpha-galactosidase in spleen homogenate; P06280; human spleen homogenate, 4MU-alpha-Gal fluorescence, 40 min; Potency, µM (series often up to 80 µM), inactives show at the top dose activity change, negative = inhibition, usual class: inhibitors; 240,000 tested, 0.008% active;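 further: potency means the concentration at half of the fitted maximal effect; 0% = enzyme with vehicle and -100% = no enzyme basal signal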
Target sequence (P06280 32-429 limits assumed): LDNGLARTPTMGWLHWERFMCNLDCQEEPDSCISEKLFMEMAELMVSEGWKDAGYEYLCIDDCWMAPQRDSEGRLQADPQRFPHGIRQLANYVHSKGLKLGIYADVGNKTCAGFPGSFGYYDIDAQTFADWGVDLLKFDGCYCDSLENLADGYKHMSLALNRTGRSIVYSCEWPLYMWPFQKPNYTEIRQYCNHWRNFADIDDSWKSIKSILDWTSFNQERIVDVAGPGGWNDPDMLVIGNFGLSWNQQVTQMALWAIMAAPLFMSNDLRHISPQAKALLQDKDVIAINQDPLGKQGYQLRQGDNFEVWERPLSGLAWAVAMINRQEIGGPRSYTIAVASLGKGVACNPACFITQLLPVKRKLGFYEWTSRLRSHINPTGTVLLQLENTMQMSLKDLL
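Fluorogenic readout (Ex 365/Em 440 nm) of 4-methylumbelliferone released from 1 mM 4-MU-alpha-galactoside by spleen homogenate, 40 min at 37C, pH 5.0. Data normalized to no-enzyme and enzyme controls; Hill-equation AC50 from compound titrations.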
TRb SRC2 PPI = inhibitors of human thyroid hormone receptor beta-SRC2 interaction | P10828 | TRbeta-SRC2 peptide binding, fluorescence polarization; receptor liganded with 1 µM T3 | Potency, µM (doses to about 106 µM), without a hit: at the top dose activity change, negative = inhibition, most hits filed as inhibitors | 280,000 tested, 0.065% active | AID 1469;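 further: potency means the concentration at half of the fitted maximal effect; plate controls were bound peptide for no effect and peptide without receptor for full effect; nearly all actives have a fitted effect of over 50% in size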
Target sequence (P10828 whole entry, looked up): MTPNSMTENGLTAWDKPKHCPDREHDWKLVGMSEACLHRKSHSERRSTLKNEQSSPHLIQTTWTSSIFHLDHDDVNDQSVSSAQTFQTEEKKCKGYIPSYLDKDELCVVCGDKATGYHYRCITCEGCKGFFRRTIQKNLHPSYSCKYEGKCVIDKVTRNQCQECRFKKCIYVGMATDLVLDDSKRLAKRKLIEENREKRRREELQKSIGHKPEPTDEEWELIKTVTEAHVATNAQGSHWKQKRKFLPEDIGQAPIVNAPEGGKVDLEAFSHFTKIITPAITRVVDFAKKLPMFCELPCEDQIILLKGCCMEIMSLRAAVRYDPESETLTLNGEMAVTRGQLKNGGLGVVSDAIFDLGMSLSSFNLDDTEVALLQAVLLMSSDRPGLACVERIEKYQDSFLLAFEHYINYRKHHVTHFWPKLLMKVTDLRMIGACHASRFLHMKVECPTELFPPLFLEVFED
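Human TRb LBD (0.6 uM) plus Texas Red-labeled SRC2 peptide (20 nM), 1uM T3, 5% DMSO, 5 hr at ambient temperature. Decreased polarization (555/632 nm) flags inhibition; data normalized to free and bound peptide controls.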
Tau FP inhib = blocks human tau fibril formation measured by polarization | 280,000 tested, 0.39% active | AID 1468 | Potency, µM (doses to about 57.7 µM), for the others: at the top dose activity, negative = inhibition, most hits filed as inhibitors | K18 P301L tau heparin fibrillization, Alexa594 FP, 6 h | P10636; further: potency means the concentration at half of the fitted maximal effect; on the % scale 0 is the no-effect control and ±100 the full control effect; nearly all actives have a fitted effect of over 55% in size
Target sequence (P10636 561-689 P618L limits assumed): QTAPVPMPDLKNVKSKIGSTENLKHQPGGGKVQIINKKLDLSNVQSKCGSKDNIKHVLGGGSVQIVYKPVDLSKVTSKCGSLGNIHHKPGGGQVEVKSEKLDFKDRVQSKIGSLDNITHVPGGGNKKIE
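Compound effects on tau fibrillization are measured by Alexa 594 fluorescence polarization (ex 555, em 632 nm). K18 P301L tau is used at 15 uM with 0.24 uM labeled tracer, and 20 uM heparin induces aggregation over 6 hr at 37 C.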
Epigenetic reg = epigenetic control regulation, reporter derepression. murine LDR cells, GFP reporter derepression, 30 h. Potency, µM (doses to about 53.9 µM), inactives show at the top dose GFP activation, actives largely listed as activators. 280,000 tested, 0.2% active. AID 1865; further: potency means the concentration at half of the fitted maximal effect; % of control where 0% means no effect; nearly all actives have a fitted effect of over 60% in size
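GFP-positive cell count by laser-scanning cytometry (objects 20–120 um) after 30 h, 37 C compound exposure of murine LDR cells; reporter is CMV-GFP integrated at a silenced locus, inducible by HDAC or DNMT inhibitors.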
Tau fluor counter = counter-screen for tau fibril formation inhibitors; tau K18 P301L Alexa594 fluorescence, heparin fibrillization; Potency, µM (doses to about 57.7 µM), for the others: at the top dose activity change, negative = decrease; 280,000 tested, 0.93% active; further: potency means the concentration at half of the fitted maximal effect; on the % scale 0 is the no-effect control and ±100 the full control effect; nearly all actives have a fitted effect of over 55% in size
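Human tau K18 P301L (15 uM unlabeled, 0.24 uM Alexa 594-labeled) in 100 mM sodium acetate pH 7 with 20 uM heparin, 6 hr at 37 C. ThT 30 uM added, 1 hr ambient; Alexa 594 FP and total fluorescence read at 555/632 nm.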
TR SRC2 fluor cs = alters Texas Red total fluorescence, flagging assay interference; TRb/SRC2 Texas Red total fluorescence interference; 280,000 tested, 0.29% active; Potency, µM (series often up to 106 µM), for inactives: at the highest dose fluorescence change, negative = quenching; AID 1479; active means well fitted curve in either direction with a large enough effect; inconclusive means small, poorly fitted or top-dose-only effect; further: potency means the concentration at half of the fitted maximal effect; on the % scale 0 is the no-effect control and ±100 the full control effect
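Human TRb ligand-binding domain at 0.6 uM with 20 nM Texas Red SRC2 peptide in Tris buffer containing 1 uM T3 and 5% DMSO, incubated with compound 5 h at ambient temperature. Total fluorescence (555/632 nm) calculated as parallel + 2 × perpendicular.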
NPSR antagonist = neuropeptide S receptor (human) antagonism, cAMP; Potency, µM (titrated, usually from 38.3 µM), inactives show top-dose activity change, negative = inhibition, usual class: inhibitors; CHO-NPSR cells, cAMP TR-FRET, antagonist mode; 220,000 tested, 1% active; AID 1461; Q6W5P4; further: potency means the concentration at half of the fitted maximal effect; on the % scale 0 is the no-effect control and ±100 the full control effect; nearly all actives have a fitted effect of over 50% in size; many of its hits are not listed in these tables
* = called active by the depositor; ? = inconclusive; nt = no result given; [ ] = another dose, or the depositor's remark. Unless noted, the call rests on the fitted dose curve; in most records, active means well fitted curve in the direction sought with a large enough effect; inconclusive means small, poorly fitted or top-dose-only effect, or another doubt; inactive means no such curve, though single readings can be large; an effect the other way counts as inactive or inconclusive. An excerpt (hit frequency here may not be typical).

Below each SMILES – CBFb RUNX1 block	GLA spleen mod	TRb SRC2 PPI	Tau FP inhib	Epigenetic reg	Tau fluor counter	TR SRC2 fluor cs	NPSR antagonist
C/C(=N\Nc1ccc(Cl)c(C(=O)O)c1)c1ccccn1
  8%	3%	5%	7%	-1.0%	-8%	-6%	11%
CC(=O)Nc1cc(NC(=O)C2C3C=CC(C3)C2C(=O)O)ccc1Cl (stereo not given)
  -13%	5%	3%	-5%	0.0%	-3%	-1%	-5%[46.1 µM]
Cc1ccc(NC(=O)c2ccc3ccccc3n2)nc1
  20%	6%	-20%	-2%	0.0%	-17%	-3%	-7%[46.1 µM]
CCOC(=O)N1CCc2c(sc(NC(=O)CN3CCOCC3)c2C(=O)Nc2ccccc2)C1
  7%	-3%	-1%	-1%	-0.1%	0%	-2%	-19%
CC1CC(C(F)(F)C(F)(F)F)n2nc(C(=O)O)cc2N1 (stereo not given)
  22%	4%	-16%	-1%	-0.1%	4%	3%	3%[7.67 µM]
CC(=O)NCCn1c(SCC#N)nc2ccccc2c1=O
  4%	-11%	2%	0%	-0.9%	-5%	-2%	?
Cc1ccc(SCC(=O)Nc2ccc(N3CCOCC3)cc2)c(C)c1
  -3%	-7%	8%	7%	-0.2%	-22%	0%	0%
Cc1cccc2sc(NS(C)(=O)=O)nc12
  -3%	2%	-2%	2%	0.0%	3%	0%	9%
CC(C)c1ccc(CNc2nc3nc4c(c(=O)n3[nH]2)CCC4)cc1
  7%	1%	-2%	-7%	-1.5%	-8%	5%	15%
Cc1cccc(OCc2nc(-c3ccc(-n4cccc4)cc3)no2)c1
  -4%	4%	4%	-10%	1.4%	-16%	1%	?
Cc1ccc(-c2nnc(N3CCN(C(=O)CN4CCOCC4)CC3)c3ccccc23)cc1
  -1%	1%	-11%	-1%	3.2%	12%	-4%	-10%[46.1 µM]
CCOc1cc(N2CCOCC2)c(OCC)cc1NC(=O)COC(=O)c1cc(C)cc(C)c1
  -3%	3%	-2%	?	1.1%	-14%	1%	-28%[46.1 µM]
Cc1oc(C(C)(C)C)cc1C(=O)N1CCN(c2ncccc2C(F)(F)F)CC1
  17%	13%	2%	5%	2.4%	-9%	-2%	?
O=C(Nc1cccc(Cl)c1Cl)c1cc(S(=O)(=O)NCc2ccc3c(c2)OCO3)ccc1F
  nt	nt	3%	-12%	2.9%	-12%	-1%	nt
O=C(N/N=C/c1ccc(O)cc1)c1cc[n+](Cc2ccccc2)cc1
  1%	3%	-20%	5%	-1.0%	-17%	-2%	5%
COc1ccc(-n2c(Cc3cc(=O)[nH]c(=O)[nH]3)nnc2SCC(=O)Nc2ccccc2)cc1
  0%	-17%	6%	-4%	0.7%	-3%	-1%	1%[46.1 µM]
Cc1nonc1NC(=O)OC1CCCCC1
  2%	9%	3%	-4%	-1.4%	0%	0%	-3%[46.1 µM]
COc1ccc(-c2n[nH]c3c2C(c2ccc(Cl)cc2Cl)NC3=O)cc1 (stereo not given)
  nt	nt	-3%	?	-1.7%	-2%	0%	nt
CC1CC(C)CN(S(=O)(=O)c2ccc(NN)nc2)C1 (stereo not given)
  -5%	6%	-6%	-16%	-1.4%	-15%	-2%	-16%[7.67 µM]
COc1cc(C(=O)OCC(=O)NC2CCS(=O)(=O)C2)c([N+](=O)[O-])cc1OC (stereo not given)
  4%	-9%	6%	-8%	2.5%	-11%	0%	11%
Cc1ccc(CNc2ccc(Cl)cc2[N+](=O)[O-])cc1
  -11%	6%	3%	-3%	-0.9%	-25%	2%	-18%[46.1 µM]
COc1ccccc1-c1cc(C(F)(F)F)nc(S(=O)(=O)CCCC(=O)Nc2cc(OC)c(OC)c(OC)c2)n1
  nt	nt	-1%	4%	-2.0%	-21%	-6%	nt
CCc1nnc(NC(=O)C2CCCN(c3nc(C)cc(C)n3)C2)s1 (stereo not given)
  -4%	10%	-1%	1%	1.3%	0%	-1%	-8%[46.1 µM]
CCOC(=O)c1c(NC(=O)c2ccccc2OCC)sc2c1CCC(CC)C2 (stereo not given)
  nt	nt	2%	-9%	-0.5%	-10%	2%	nt
Cc1onc(-c2c(Cl)cccc2Cl)c1C(=O)N=C(N)N1CC(C)OC(C)C1 (stereo not given)
  2%	8%	0%	5%	0.1%	-5%	-6%	53%
C/C(CC(=O)Nc1ccc(C)c(Cl)c1)=N\NC(=O)Cc1cnc(N)s1
  -7%	-7%	-1%	-4%	-1.8%	-14%	-1%	10%
Cc1ccc(C(=O)Nc2ccncc2)o1
  6%	7%	3%	0%	1.1%	-3%	0%	-3%[46.1 µM]
CCCCNCCOCCOc1ccc(Cl)cc1Br
  5%	0%	-6%	-3%	-0.9%	0%	1%	0%
CCN1CCN(CCNC(=O)c2ccc(CS(=O)(=O)c3ccccc3C)o2)CC1
  6%	-9%	-13%	-3%	0.0%	11%	4%	-14%[46.1 µM]
COc1ccc(Br)cc1C(C[N+](=O)[O-])c1c(N)n(C)c(=O)n(C)c1=O (stereo not given)
  7%	-12%	-8%	10%	?	-17%	-1%	-51%

Some of the entries so far, with bars between the fields.
Structure | CBFb RUNX1 block | GLA spleen mod | TRb SRC2 PPI | Tau FP inhib | Epigenetic reg | Tau fluor counter | TR SRC2 fluor cs | NPSR antagonist
CCN1CCN(CCNC(=O)c2ccc(CS(=O)(=O)c3ccccc3C)o2)CC1 | 6% | -9% | -13% | -3% | 0.0% | 11% | 4% | -14%[46.1 µM]
CC1CC(C(F)(F)C(F)(F)F)n2nc(C(=O)O)cc2N1 (stereo not given) | 22% | 4% | -16% | -1% | -0.1% | 4% | 3% | 3%[7.67 µM]
CCOc1cc(N2CCOCC2)c(OCC)cc1NC(=O)COC(=O)c1cc(C)cc(C)c1 | -3% | 3% | -2% | ? | 1.1% | -14% | 1% | -28%[46.1 µM]
Cc1ccc(CNc2ccc(Cl)cc2[N+](=O)[O-])cc1 | -11% | 6% | 3% | -3% | -0.9% | -25% | 2% | -18%[46.1 µM]
O=C(N/N=C/c1ccc(O)cc1)c1cc[n+](Cc2ccccc2)cc1 | 1% | 3% | -20% | 5% | -1.0% | -17% | -2% | 5%
COc1ccc(-c2n[nH]c3c2C(c2ccc(Cl)cc2Cl)NC3=O)cc1 (stereo not given) | nt | nt | -3% | ? | -1.7% | -2% | 0% | nt

The list goes on.
Below each SMILES – CBFb RUNX1 block	GLA spleen mod	TRb SRC2 PPI	Tau FP inhib	Epigenetic reg	Tau fluor counter	TR SRC2 fluor cs	NPSR antagonist
COCc1cc(=O)[nH]c(SCC(=O)Nc2ccccc2)n1
  5%	7%	-3%	4%	0.7%	6%	-8%	2%[46.1 µM]
COc1ccc(C2C(=O)N(C3CCCCC3)CC(=O)N2Cc2ccco2)cc1 (stereo not given)
  5%	2%	-7%	-12%	0.4%	-7%	-5%	-11%[46.1 µM]
O=C(O)c1ccc(Cn2c(SCc3ccc(F)cc3)nc3ccncc32)cc1
  nt	nt	7%	1%	1.1%	11%	4%	nt
CCC(Sc1nc2cc(OC)c(OC)cc2c(=O)n1CCc1ccc(OC)c(OC)c1)C(=O)NCCOC (stereo not given)
  1%	2%	-4%	9%	-3.1%	4%	-2%	-22%
O=C(CSc1cn(CC(=O)N2CCOCC2)c2ccccc12)Nc1ccccc1F
  nt	nt	2%	9%	-0.4%	2%	-2%	nt
COC(=O)c1cc2occc2n1CC(=O)Nc1cccc(SC)c1
  nt	nt	4%	-7%	2.7%	-7%	-6%	nt
Cc1ccc(CNC(=S)N2CCOCC2)cc1
  9%	-1%	-3%	-13%	-1.5%	1%	0%	10%
CC(=O)NC(Cc1ccc(C)cc1)C(=O)NC1CCN(C(=O)c2cnccn2)CC1 (stereo not given)
  4%	0%	0%	1%	0.0%	6%	-5%	-4%[46.1 µM]
CC(O)(C#CCN1CCCCC1)c1ccccc1 (stereo not given)
  12%	6%	-5%	-11%	5.8%	-3%	0%	-2%[46.1 µM]
Cc1cc(=O)[nH]c(SCC(=O)N2CCC(C(N)=O)CC2)n1
  4%	7%	5%	1%	0.0%	5%	0%	9%[46.1 µM]
COc1ccc(OC)c(CNC(=O)CN2C(=O)CCn3nc(-c4cn(C)c5ccccc45)cc32)c1
  nt	nt	-1%	?	-0.9%	-14%	-2%	nt
CCN(CC)CCCN=Cc1c(O)n(-c2ccc(C)cc2)c(=O)c2ccccc12
  4%	14%	3%	-3%	-1.0%	-10%	-3%	11%
Cc1c(-n2c(O)c(C3=c4ccccc4=NC3=O)sc2=S)c(=O)n(-c2ccccc2)n1C
  2%	0%	-1%	-10%	-3.2%	-18%	-1%	-3%
CCC(C(=O)O)n1nc(-c2ccccc2)c2cc(Cl)ccc21 (stereo not given)
  -3%	4%	0%	2%	-0.4%	3%	-2%	-25%
CCOC(=O)c1ccc(N2C(=O)CC(Nc3ccc(CCO)cc3)C2=O)cc1 (stereo not given)
  -1%	-23%	-20%	-8%	-1.2%	-2%	-1%	-22%[46.1 µM]
Cc1nc(-c2ccc(S(=O)(=O)N3CCN(c4cccc(C(F)(F)F)c4)CC3)cc2)co1
  nt	nt	5%	?	0.8%	-25%	-14%	nt
CCOC(=O)N1CCN(C(=O)CSc2nc3c(cnn3-c3ccc(C)cc3)c(=O)[nH]2)CC1
  5%	1%	2%	-9%	-0.2%	-4%	-6%	36%
CCN(CC)S(=O)(=O)c1ccc(C2=NOC3(C2)N(C)c2ccccc2C3(C)C)cc1 (stereo not given)
  4%	-1%	5%	11%	0.0%	-12%	0%	-9%
O=C1CC(c2ccco2)Cc2c1cnn2-c1nc2ccccc2s1 (stereo not given)
  4%	23%	-5%	-3%	0.0%	-3%	-6%	?
COc1ccc(CCNC(=O)CCc2c(C)nc3nc(C)nn3c2C)cc1OC
  nt	nt	-5%	2%	0.0%	-12%	-5%	nt

Source: PubChem BioAssay (National Center for Advancing Translational Sciences (NCATS))
